Tb PFK inh – qHTS Assay to Find Inhibitors of T. brucei phosphofructokinase; T. brucei PFK, ADP-Glo luminescence; Potency, µM (series often up to 57.5 µM), for the others: top-dose activity, negative = inhibition, usual class: inhibitors; 0.17% of 330,000 active; AID 485367, 2010;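 also: potency is read from the fitted curve at half-maximal effect; 0% = uninhibited 1x PFK enzyme wells and -100% = no-enzyme wells; nearly all actives have a fitted effect of over 60% in size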
Target sequence (O15648 whole entry, looked up): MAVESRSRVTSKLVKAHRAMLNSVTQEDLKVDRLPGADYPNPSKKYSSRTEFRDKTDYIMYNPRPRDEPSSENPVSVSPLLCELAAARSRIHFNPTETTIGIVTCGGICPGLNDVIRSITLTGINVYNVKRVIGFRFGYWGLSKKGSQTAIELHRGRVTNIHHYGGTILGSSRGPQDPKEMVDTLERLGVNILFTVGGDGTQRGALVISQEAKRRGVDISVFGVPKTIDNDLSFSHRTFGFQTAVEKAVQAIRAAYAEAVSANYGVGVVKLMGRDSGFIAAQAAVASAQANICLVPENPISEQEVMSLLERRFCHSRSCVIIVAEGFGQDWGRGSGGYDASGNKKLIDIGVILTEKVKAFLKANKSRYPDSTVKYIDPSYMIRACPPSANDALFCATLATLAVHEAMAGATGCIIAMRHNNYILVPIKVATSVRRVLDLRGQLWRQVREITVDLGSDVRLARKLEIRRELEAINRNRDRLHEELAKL
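Luminescent ADP detection (ADP-Glo, two-step: ATP depletion then ADP-to-ATP conversion for luciferase) reported PFK activity after 45 min room-temperature reaction of 1.25 nM enzyme with 0.5 mM F6P and 0.1 mM ATP at pH 8.0.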
Integrin act MD – qHTS for Activators of Integrin-Mediated Alleviation for Muscular Dystrophy | AID 624291, 2012 | 0.064% of 350,000 active | Potency, µM (doses to about 38.3 µM), for inactives: at the top dose activation, usual class: activators | alpha7betagal myoblasts, beta-gal FDG fluorescence, 48 h;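 also: potency is read from the fitted curve at half-maximal effect; 100% = response of the positive control SU9516; nearly all actives have a fitted effect of over 60% in size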
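Alpha7betagal+/- myoblasts (passage 13) were plated 16-24 hr, then exposed to compounds (1:260 dilution of DMSO stock) for 48 hours at 37C. After MPER lysis, β-galactosidase reporter activity was read as FDG fluorescence (ex 480/em 540) after 30 minutes.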
Eya2 phos inh – qHTS Assay for Inhibitors of the Phosphatase Activity of Eya2 | 0.006% of 330,000 active | Potency, µM (doses to about 76.9 µM), for inactives: at the highest dose activity, negative = inhibition, actives largely listed as inhibitors | recombinant Eya2, OMFP fluorescence dephosphorylation (OMFP is methylfluorescein phosphate) | Protein phosphatase EYA2 (Homo sapiens), O00167; also: potency is read from the fitted curve at half-maximal effect; % is scaled to controls: 0 for no effect and ±100 for the full control effect
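Eya2 (0.2 uM) preincubated 10 min at ambient with compound, then OMFP substrate added at 50 uM; 10 min reaction in 50 mM HEPES pH 7.5, 50 mM NaCl, 5 uM MgCl2, 0.05% BSA, 1 mM DTT. Fluorescence read at Ex 485/Em 525 nm.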
TSHR antagonist – Antagonists of the Thyroid Stimulating Hormone Receptor: HTS campaign | TSHR-expressing cells, TSH-stimulated cAMP HTRF, 2 h; stronger effect = lower value | 0.2% of 330,000 active | Thyrotropin receptor (Homo sapiens), P16473 | activity change, negative = inhibition, % at 11.5 µM;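 active = activity change below a set negative limit, meaning inhibition stronger than a set level, cut at about -70% in these data; inconclusive = activity change between two set negative limits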; also: % is scaled to controls: 0 for no effect and ±100 for the full control effect
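TSHR-expressing cells, 200/well, pre-treated with compound, then stimulated with EC80 TSH (4nM final) for 2 hours at 37 deg C. cAMP measured by competitive HTRF: anti-cAMP cryptate antibody in lysis buffer plus cAMP-d2, read after 30 minutes at room temperature.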
ELG1 repair inh – qHTS screen for small molecules that inhibit ELG1-dependent DNA repair in human embryonic kidney (HEK293T) cells expressing luciferase-tagged ELG1 | 2.3% of 330,000 active | Potency, µM (top dose mostly 46.1 µM), for inactives: at the top dose activity change, negative = inhibition, actives largely listed as inhibitors | HEK293T ELG1-luciferase reporter, luminescence, 16 h; DNA damage induced by 5-fluorouridine; also: potency is read from the fitted curve at half-maximal effect; % is scaled to controls: 0 for no effect and ±100 for the full control effect; nearly all actives have a fitted effect of over 55% in size
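DMSO vehicle served as the neutral condition. Each well held 2,000 cells given 5-fluorouridine plus compound; after 16 hr at 37 °C/5% CO2, ONE-Glo was added and luciferase measured 30 min later.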
BCR signal inh – qHTS Assay to Find Inhibitors of Chronic Active B-Cell Receptor Signaling. ABC-DLBCL IkBa-CBG/CBR reporter, luminescence ratio, 4 h. Potency, µM (highest dose often 46.1 µM), without a hit: at the highest dose ratio change, negative = lower green/red ratio, actives largely listed as inhibitors. 0.05% of 340,000 active; active = well fitted inhibition curve with a large enough effect in the signal ratio, with a control signal flat, not every such curve was filed as active; inconclusive = small, poorly fitted or top-dose-only effect, or effect the other way, or a change in a side signal; the % refers to the signal ratio;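 also: potency is read from the fitted curve at half-maximal effect; plate controls were basal doxycycline-induced cells for no effect and cells given 10 µM MG132 for full effect; MG132 reads +100%, hits lower the ratio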
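TMD8 human ABC-DLBCL cells with doxycycline-inducible IκBα–green luciferase fusion and unfused red luciferase, in 0.5% FBS medium; compounds up to 46 uM, 4 h at 37C. Green/red luminescence ratio, filter-overlap corrected, fitted to concentration-response curves.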
ASM inhibitor – Inhibitors of Secretory Acid Sphingomyelinase (S-ASM): qHTS | Sphingomyelin phosphodiesterase (Homo sapiens), P17405 | placental ASM, HMU-PC fluorogenic substrate, 60 min | Potency, µM (doses to about 57.5 µM), inactives show at the top dose activity change, negative = inhibition, hits mostly inhibitors | 0.006% of 340,000 active; also: potency is read from the fitted curve at half-maximal effect
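HMU-PC0 cleavage (9 uM final) by human placental ASM, 60 min at 37 °C following 10 min compound exposure at RT; stopped at pH 10, fluorescence Ex 386/Em 447 nm.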
AT treatment – qHTS Assay for Identifying a Potential Treatment of Ataxia-Telangiectasia; […] A-T fibroblasts, KAP-1 phosphorylation AlphaLISA; neocarzinostatin DNA damage 30 min before lysis; Potency, µM (titrated, usually from 57.5 µM), for inactives: top-dose activation, most hits filed as activators; 0.19% of 320,000 active; also: potency is read from the fitted curve at half-maximal effect; % of control where 0% means no effect; nearly all actives have a fitted effect of over 45% in size
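hTERT-immortalized A-T patient fibroblasts ([…]), 500 cells/well in OPTI-MEM, 1% FBS, got compounds for 60 min, then NCS for 30 min at 37C. Lysates were then assayed for phospho-KAP-1 by AlphaLISA (anti-pKAP1 donor, anti-KAP1 acceptor beads), 6 hr at 25C.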
PTAP TSG101 blk – qHTS Assay for Iinhibitors of HIV-1 Budding by Blocking the Interaction of PTAP/TSG101 | Tumor susceptibility gene 101 protein (Homo sapiens), Q99816 | Fluorescence polarization, FITC-PTAP peptide / Tsg101 binding | Potency, µM (top dose mostly 115 µM), inactives show at the highest dose activity change, negative = inhibition, actives largely listed as inhibitors | 340,000 tested, under 10 active | AID 493005, 2010; active = well fitted inhibition curve with a large enough effect in the main read-out, with a control signal flat, not every such curve was filed as active; inconclusive = small, poorly fitted or top-dose-only effect, or effect the other way, or a change in a side signal; inactive = no such curve, though single readings can be large or run the other way; also: potency is read from the fitted curve at half-maximal effect; % of control where 0% means no effect
Target sequence (Q99816 whole entry, looked up): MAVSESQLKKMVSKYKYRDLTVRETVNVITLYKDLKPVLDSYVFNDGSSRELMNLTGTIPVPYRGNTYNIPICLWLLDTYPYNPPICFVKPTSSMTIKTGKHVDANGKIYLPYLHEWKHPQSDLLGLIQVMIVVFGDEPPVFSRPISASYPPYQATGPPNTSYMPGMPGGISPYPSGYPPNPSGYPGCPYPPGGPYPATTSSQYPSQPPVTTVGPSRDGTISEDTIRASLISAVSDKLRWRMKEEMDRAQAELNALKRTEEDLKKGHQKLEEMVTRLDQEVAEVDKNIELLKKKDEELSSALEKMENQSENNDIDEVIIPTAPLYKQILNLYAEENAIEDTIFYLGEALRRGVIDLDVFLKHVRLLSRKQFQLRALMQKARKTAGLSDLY
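FP read-out: FITC-PTAP peptide, 50 nM final, binding Tsg101 binding domain, 10 uM final; 20 min, r.t.; 10 mM HEPES pH 7.5, 0.15 M NaCl, 0.01% Tween 20, 3 mM EDTA, 0.1 mM TCEP.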
Mito fusion act – qHTS Assay for Small Molecule Inhibitors of Mitochondrial Division or Activators of Mitochondrial Fusion; S. cerevisiae fusion-defective mutant growth rescue, CellTiterGlo 48 h; Potency, µM (doses to about 46.1 µM), inactives show at the highest dose growth rescue (activation), usual class: activators; 0.23% of 320,000 active; AID 485298, 2010;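 also: potency is read from the fitted curve at half-maximal effect; % of control where 0% means no effect; nearly all actives have a fitted effect of over 45% in size; temperature-sensitive fusion mutants such as fzo1-1 at 37 °C on non-fermentable ethanol glycerol medium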
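Yeast fusion mutant, YPEG (non-fermentable carbon), compound, 48 h at 37C non-permissive; CellTiterGlo added, 10 min RT, luminescence read. Rescued growth = division inhibition.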
TCR act – Activators of T cell receptors: qHTS campaign; Potency, µM (top dose mostly 9.22 µM), inactives show at the top dose activation of IL-2 secretion, usual class: activators; 330,000 tested, under 10 active; AID 504894, 2011; primary human leukocytes, anti-CD3, IL-2 HTRF, 48 h; also: % of control where 0% means no effect
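Primary human leukocytes were stimulated with a-CD3 beads plus compounds for 48 hr without co-stimulation; secreted IL-2 was quantified by HTRF using a-IL-2-K (europium cryptate) and a-IL-2-d2, excited at 320nm with acceptor emission read at 665nm.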
* marks the source's active call; other numbers are inactive results; ? = inconclusive; nt = not tested or not shown; [ ] = another dose, or the depositor's remark. Unless noted, calls follow the shape of the dose curve; as a rule, active = well fitted curve in the direction sought with a large enough effect; inconclusive = small, poorly fitted or top-dose-only effect, or another doubt; inactive = no such curve, though single readings can be large; an effect the other way counts as inactive or inconclusive.

SMILES | Tb PFK inh | Integrin act MD | Eya2 phos inh | TSHR antagonist | ELG1 repair inh | BCR signal inh | ASM inhibitor | AT treatment | PTAP TSG101 blk | Mito fusion act | TCR act
CCOC(=O)C1CCN(Cc2ccc(OC)c(OCc3ccccc3)c2)CC1 | 1% | -33% | 1% | -9 | -3% | -1% | -2% | 2% | -4% | -4% | 0%
CCCC1=Nc2cc(C(=O)N3CCN(c4ccccn4)CC3)ccc2Sc2ccc(C)cc21 | 3% | 15% | 0% | -4 | ? | 13% | -16% | -6% | -5% | ? | -3%
COc1ccc(CNC(=O)c2ccc(CS(=O)(=O)c3ccc(C)cc3)o2)cc1 | -1% | 6% | -3% | -4 | 1% | -4% | 2% | 22% | 0% | 0% | -1%
CCOc1ccc(S(=O)(=O)N2CCCC(C(=O)N3CCN(CC)CC3)C2)cc1Cl (stereo not given) | -1% | -7% | -5% | 4 | ? | ? | 3% | -6% | -1% | -2% | -3%
CCc1nnc(NC(=O)CCC(=O)NCCc2ccccc2)s1 | -7% | -5% | 13% | -11 | -6% | 3% | 3% | 8% | -4% | 2% | 1%
CCO[C@H]1OC(C(=O)N2CCN(Cc3ccccc3)CC2)=C[C@@H](C2CCCCC2)[C@@H]1CCCO | 4% | -21% | -1% | -6 | -1% | -3% | -2% | -4% | -1% | 8% | -10%
COc1cccc(C(=O)C2CCCN(C(=O)c3ccc(C#CC(C)(C)O)cc3)C2)c1 (stereo not given) | 2% | 6% | -1% | -9 | ? | -13% | -1% | 3%[11.5 µM] | -4% | 10% | 4%
CCOc1cc(C)c(S(=O)(=O)NC2CC(C)(C)NC(C)(C)C2)cc1C | -3% | -48%[inhibitor] | 23% | 7 | -1% | 1% | 1% | -1% | -3% | 1% | nt
CN(CCc1ccccn1)C(=O)CCC1CCCN(C(=O)c2n[nH]c3c2CCCC3)C1 (stereo not given) | 2% | 5% | -2% | 9 | -1% | 7% | 2% | 1% | -4% | 0% | 7%
CN(C)CCCOC(=O)COc1ccc(Br)cc1 | -2% | 20% | 12% | -5 | -1% | -5% | 4% | 0% | -4% | 0% | -5%
CCC(=O)NNc1nc2c(Cl)cccc2s1 | -11% | -18% | 13% | -6 | -3% | 2% | -1% | -3% | -1% | -4% | 2%
CC(C)(C)OC(=O)N1CCC(c2cc(=O)n3[nH]c(-c4ccc(Cl)cc4)cc3n2)CC1 | -4% | -18% | -9% | -1 | ? | -1% | 0% | 0% | -1% | 3% | -6%
CCOC(=O)c1c(C)c(C(=O)NCCc2ccccc2)c(C)n1C | -4% | ? | 5% | 0 | ? | 6% | 4% | 2% | -1% | 2% | -2%
C=CC[C@@H](CC(=O)N[C@H](CO)Cc1ccccc1)C(=O)N[C@@H](COC(=O)[C@@H](CC=C)Cc1ccc(F)cc1)Cc1c[nH]c2ccccc12 | 0% | -22% | -17% | -30 | -11% | ? | 0% | -2% | -4% | nt | -2%
COc1ccc(/C=C2\SC(=O)N(CCC(=O)NCCCn3ccnc3)C2=O)cc1 | 3% | -17% | 0% | 9 | ? | ? | 0% | -5% | 0% | -2% | 1%
CCOC(=O)C1CCN(C(=O)COC(=O)CSc2ccc(C(N)=O)cc2[N+](=O)[O-])CC1 | 1% | 3% | 2% | 9 | 14% | 0% | 0% | -1% | 1% | 0% | 1%
N#CCC(=O)Nc1ccc(C(=O)OCC(=O)Nc2ccccc2Sc2ccccc2)cc1 | -2% | -14% | 4% | -6 | -16% | ? | -24% | 9% | 1% | -5% | -6%
CC(=O)c1ccc(S(=O)(=O)Nc2ccc(-c3ccc4nnc(C)n4n3)cc2)cc1 | 2% | 17% | 3% | -1 | ? | ? | -3% | 1% | -4% | -2% | 3%
O=C1C=C(Nc2ccc(Cl)cc2)CC(c2ccccc2)C1 (stereo not given) | -4% | ? | -2% | -4 | ? | 0% | 5% | 1% | -3% | 2% | 3%
CCc1cc2c(NCC3CCCO3)ncnc2s1 (stereo not given) | -3% | -7% | -3% | -15 | ? | 0% | 4% | -8% | 0% | -6% | 2%
COc1cccc(CN2CCN(C(=O)c3cc(-c4ccccn4)nc4ccc(Cl)cc34)CC2)c1 | 0% | -21% | 3% | -10 | 0% | 4% | -2% | 2% | 0% | 0% | -1%
O=C(Nc1ccc(Oc2ccccc2)cc1)C1CCN(c2ncccn2)CC1 | -1% | -5%[7.66 µM] | -20% | -4 | -10% | 2% | -1% | -3% | -3% | -4% | -5%
CC1(c2ccccc2)NC(=O)N(CC(=O)NCc2ccc3c(c2)OCO3)C1=O (stereo not given) | 5% | -1% | 1% | -5 | 2% | 4% | -1% | -1% | -4% | 0% | 5%
N#C/C(C(=S)Nc1ccccc1)=C1/NN=C(N2CCOCC2)N1c1ccccc1 | 4% | -19% | -7% | -3 | 9% | ? | 3% | 9% | -5% | 1% | 0%
Nc1ccccc1SCC(=O)Nc1ccc(N2CCOCC2)cc1 | 2% | -21% | -5% | -3 | 28% | -1% | 1% | -3% | -2% | -3% | 4%
Oc1c(I)cc(I)c2cccnc12 | -4% | nt | 10% | 4 | -2% | -2% | -4% | 3% | 0% | 26% | -4%
CC(C)(CO)CNC(=O)c1ccc2nc(Cc3cccc(Cl)c3)oc2c1 | ? | -11% | 4% | 1 | 1% | -16% | -2% | 0% | 2% | 2% | -6%
CCCN(c1ccc(C(=O)OC)cc1)S(=O)(=O)c1ccccc1 | 4% | 1% | -5% | 0 | -4% | 0% | -3% | 4% | -1% | 17% | -2%
CC1(C)Cc2c(sc(NC(=O)C(=O)NCCCN3CCOCC3)c2C(N)=O)CO1 | -5% | 2% | -18% | 14 | 14% | 2% | 0% | 7% | -1% | -2% | -1%
COCCNC(=S)N/N=C(\C)c1cccc(OC)c1 | -8% | 24% | 23% | -2 | -6% | ? | -4% | -1% | 0% | -18% | -4%
O=C(NCc1ccc(Cl)cc1)C1CCN(c2cnccn2)CC1 | -8% | 17% | -2% | 13 | -14% | -7% | 15% | 1% | -2% | 2% | 0%
Cc1ccccc1NC(=O)N1CCN(C/C=C/c2ccccc2)CC1 | 1% | ? | 5% | 11 | -18% | -5% | -1% | 3% | 2% | -1% | -5%
O=C(O)c1ccc(N/N=C/c2cn(Cc3ccccc3F)c3ccccc23)cc1 | 0% | -42% | -3% | -22 | ? | ? | 144%[activator] | 15% | 0% | -6% | -3%
Cc1ccc(/C=C2\SC(=S)N(CC(=O)Nc3ncc(Cc4ccccc4Cl)s3)C2=O)cc1 | 5% | nt | -7% | -8 | 2% | -3% | nt | 0% | nt | 1% | nt
O=C(CS(=O)(=O)Cc1ccccc1)Nc1nnc(C(F)(F)F)s1 | 2% | 2% | 5% | -17 | -4% | 22% | 2% | 0% | -2% | -3% | 7%
Clc1ccc2c(N/N=C/c3cccc(Br)c3)ccnc2c1 | 0% | -68%[inhibitor] | 6% | -11 | ? | ? | 51% | -4% | -4% | -26% | 3%[46.1 µM]
Cc1cc(NC(=O)CSc2nnnn2Cc2ccccc2)no1 | -1% | 27% | -8% | -8 | -8% | 5% | -2% | 1% | -4% | -7% | 7%[46.1 µM]
